# MEKK2 WT-MEK5 = raises or lowers MEK5 binding to wildtype human MEKK2 PB1 domain; Q9Y2U5; bead flow cytometry, Alexa488-MEK5 binding to MEKK2 WT; actives lie on both sides; binding response (% of control), % at 10 µM; actives 1.1% (n = 290,000); AID 1531; in the data active means binding response below about 67% or above about 130%
# MEKK3 PB1 HTS = raises or lowers MEK5 binding to the human MEKK3 PB1 domain. Q99759. bead-based flow cytometry, Alexa488-MEK5 binding to MEKK3; actives lie on both sides; 0 = blocked by unlabeled MEK5, 100 = vehicle. binding response (% of control), % at 10 µM. actives 1.4% (n = 290,000). AID 1529;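 active means binding response more than 3 SD above or below the average of its plate-row segment, actives on both sides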;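 further: Alexa488 bead fluorescence after subtracting the streptavidin-only scavenger bead signal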
# Target sequence (Q99759 whole entry, looked up, the tested form may be a part): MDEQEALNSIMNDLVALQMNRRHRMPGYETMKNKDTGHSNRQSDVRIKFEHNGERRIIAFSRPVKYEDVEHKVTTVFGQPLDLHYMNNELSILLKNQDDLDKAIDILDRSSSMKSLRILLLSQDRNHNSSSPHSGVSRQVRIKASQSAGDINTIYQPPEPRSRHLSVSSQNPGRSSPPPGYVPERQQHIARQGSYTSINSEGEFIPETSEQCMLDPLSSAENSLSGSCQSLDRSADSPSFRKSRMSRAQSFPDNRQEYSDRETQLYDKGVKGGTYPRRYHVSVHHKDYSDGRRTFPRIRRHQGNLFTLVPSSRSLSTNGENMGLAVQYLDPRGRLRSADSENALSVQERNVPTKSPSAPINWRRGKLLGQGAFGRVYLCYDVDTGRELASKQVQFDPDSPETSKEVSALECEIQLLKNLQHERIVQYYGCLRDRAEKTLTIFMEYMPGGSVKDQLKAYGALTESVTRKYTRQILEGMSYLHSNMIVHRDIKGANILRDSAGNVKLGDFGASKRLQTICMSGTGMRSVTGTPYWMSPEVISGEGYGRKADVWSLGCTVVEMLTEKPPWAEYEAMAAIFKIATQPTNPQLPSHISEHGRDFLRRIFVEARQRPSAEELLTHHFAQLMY
# M18AAP inhibitor = blocks P. falciparum M18 aspartyl aminopeptidase | actives 1.2% (n = 290,000) | inhibition, % at 7.35 µM | recombinant PfM18AAP, H-Glu-NHMec fluorogenic cleavage;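 active means inhibition above the campaign mean inhibition over all tested compounds plus 3 SD, cut at about 28% in these data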;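 further: 0% = plate median of test compound wells and 100% = 2 mM ZnCl2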
# OXTR ag = human OXTR agonism | CHO-OTR cells, Fluo-8 calcium fluorescence; normalized: DMSO 0%, oxytocin 100% | activation, % at 3 µM | actives 0.32% (n = 320,000) | AID 2435;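 active means activation above the mean of all tested compounds plus 3 SD, cutoff set per screening run, cut at about 20% in these data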;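 further: peak over basal fluorescence ratio from a 100 s FLIPR kinetic read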
# MEKK2 mut-MEK5 = signal of MEK5 binding to mutant human MEKK2 PB1 domain; actives 0.35% (n = 290,000); bead flow cytometry, Alexa488-MEK5 binding to MEKK2 mutant; percent response, % at 10 µM; in the data active means percent response above about 24%, passing the limit was not always enough; further: inactives centre near 1; some results filed as inactive read as strong as hits; reference of the scale not given here
# FID counter = fluorescent intercalator displacement, NS3 helicase counter-screen; DNA fluorescent intercalator displacement, fluorescence; inhibition, % at 7.9 µM; AID 1845; actives 0.17% (n = 290,000); in the data active means inhibition above about 37%;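 further: 0% = vehicle and 100% = reference compound; higher means more ethidium bromide displaced from hairpin DNA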
# GPR7 antagonist = antagonists of human GPR7 (neuropeptides B/W receptor 1) | inhibition, % at 4.4 µM | GPR7-expressing cells, fluorescence antagonist assay | AID 1861 | actives 1.1% (n = 290,000); in the data active means inhibition above about 16%, passing the limit was not always enough;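 further: cells stimulated with the agonist NPW; 0% = agonist with vehicle and 100% = vehicle without agonist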
# PHOSPHO1 inh = inhibitors of human PHOSPHO1 phosphatase; recombinant PHOSPHO1, absorbance phosphatase assay; inhibition, % at 13.3 µM; actives 1.1% (n = 290,000); AID 1565; in the data active means inhibition above about 60%
# Target sequence (Q8TCT1 whole entry, looked up): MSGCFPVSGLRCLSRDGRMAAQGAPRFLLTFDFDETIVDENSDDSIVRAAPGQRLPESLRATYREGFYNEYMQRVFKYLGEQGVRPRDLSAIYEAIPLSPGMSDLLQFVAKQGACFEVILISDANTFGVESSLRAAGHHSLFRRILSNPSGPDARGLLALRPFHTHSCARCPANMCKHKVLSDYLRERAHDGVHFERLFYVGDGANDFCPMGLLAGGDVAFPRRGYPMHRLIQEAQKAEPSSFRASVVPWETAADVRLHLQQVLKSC
# NALP1 inh = inhibitors of NALP1 inflammasome in yeast; S. cerevisiae NALP1/ASC/caspase-1 growth, X-gal OD620, 72 h; inhibition, % at 10 µM; actives 0.61% (n = 280,000); in the data active means inhibition mostly above about 24%, no sharp cut-off; inactive means mostly below about 32%; further: some compounds called inactive have numbers as strong as hits
# The depositor's hits bear a star; . = not tested or not shown. Outcome played no part in choosing rows (roughly 6.2% active in at least one column).
SMILES,MEKK2 WT-MEK5,MEKK3 PB1 HTS,M18AAP inhibitor,OXTR ag,MEKK2 mut-MEK5,FID counter,GPR7 antagonist,PHOSPHO1 inh,NALP1 inh
Nc1ccccc1NC1=CC(=O)CC(c2ccco2)C1 (configuration not stated),98,100,21,-1.5,1,-15,2,-6,7
CCn1cc(CN(C)C(=O)CSc2nc(-c3ccco3)cc(C(F)(F)F)n2)c(C)n1,93,92,2,-0.7,-6,-33,-21,.,.
CC(C)(C)n1cnnc1Sc1ccc([N+](=O)[O-])cn1,100,95,-2,-0.3,-1,-3,-12,17,8
FC(F)(F)c1nnc2ccc(NCc3ccccc3)nn12,96,106,-3,2.7,-2,-4,-11,11,1
Cc1nn2c(Nc3ccccc3)c3c(nc2c1-c1ccccc1)CCC3,113,176*,-11,-1.1,2,-2,-2,7,31
CC1CC2=C(C(=O)O1)C(c1ccccc1)Nc1ccccc1N2 (configuration not stated),98,79,-1,1.8,-1,1,-4,11,20
Cn1cc(Br)c(C(=O)Nc2sc3c(c2C#N)CCC3)n1,102,102,9,-2.6,1,-5,-9,30,5
COc1ccc(NC(=S)N2CCN(Cc3ccc(C)cc3)CC2)cc1,101,100,3,2.6,0,-4,4,32,11
O=C(NC1CCOC1)c1ccc(OC2CCN(CCc3ccccc3)CC2)cc1 (configuration not stated),98,110,-4,0.6,5,13,-1,41,19
CCOC(=O)C1=C(C)NC(=S)NC1c1ccc(-c2cccc(Cl)c2C)o1 (configuration not stated),93,102,-15,-0.8,-1,-30,-6,-23,15
O=C(c1cc2ccccc2o1)N1CCN=C1SCc1cccc(F)c1,114,114,6,0.9,4,-1,4,-9,-6
Cc1ccc(-c2csc(-c3c[nH]c4ccccc34)n2)cc1,117,112,-7,-0.8,5,2,5,21,5
C#CCOCCOCCOCCNc1nc(N2CCN(C(=O)[C@H](Cc3cc4ccccc4[nH]3)n3cc([C@@H](N)C(C)CC)nn3)CC2)nc(N2CCN(C(=O)[C@H](CCCCN)n3cc([C@@H](N)CO)nn3)CC2)n1 (some centres not stated),202*,107,2,0.8,57*,55*,-15,32,-12
O=C(O)C1C2C=CC(C2)C1C(=O)NC1CCS(=O)(=O)C1 (configuration not stated),98,98,-7,0.4,1,3,-13,-14,14
Cc1cc2sc(C(=O)O)c(C)c2s1,115,122,-2,-0.4,11,1,-4,-4,9
COc1ccc(S(=O)(=O)Nc2cc(C)c(O)cc2C(C)C)cc1,99,106,-75,11,0,3,-3,4,28
CCOc1ccccc1OCc1nn2c(-c3ccc(C)cc3)nnc2s1,95,96,-5,-0.1,-2,-13,-10,-53,-1
O=c1nc(N/N=C/c2c[nH]c3ccccc23)cn[nH]1,80,77,40*,0.4,-34,3,-5,42,.
O=C(Nc1ccc(S(=O)(=O)N2CCc3ccccc32)cc1)C(F)(F)F,101,103,-2,3.0,1,-4,6,14,2
Cc1cccc(N2CCN(C(=O)Cc3ccccc3[N+](=O)[O-])CC2)c1C,102,105,3,3.3,1,-33,-16,44,11
COc1ccc(OC)c(NC(=O)c2cc3n(n2)C(C(F)(F)F)CC(c2ccc4c(c2)OCO4)N3)c1 (configuration not stated),94,95,5,1.4,-7,-31,-16,-5,6
COc1ccc(-c2[nH]ncc2CN(C)C(C)c2ccon2)c(OC)c1 (configuration not stated),91,91,-4,0.1,-5,1,-2,40,3
COCCN1C(=O)N[C@@H](c2cccc(F)c2)C(C(=O)OC)=C1C,94,90,.,0.0,-7,.,.,31,2
CN(C)S(=O)(=O)c1cccc(NC(=O)c2sccc2-c2ccccc2)c1,93,100,-2,.,-2,-30,-2,15,0
Cc1c(CNCCC2=CCCCC2)c(C(=O)O)c(C)n1Cc1ccccc1,102,102,-12,-0.4,-2,-10,-7,-13,21
Cc1ccc(-n2ncc3c(SCc4cccc(C)c4)ncnc32)cc1,103,101,-5,-0.6,10,0,-5,-13,28
COc1ccc(CC(=O)N/N=C(\C)c2cccnc2)cc1,100,102,-16,0.7,-3,-33,-8,-8,20
CCOC(=O)C1=C(C)N=C2c3ccccc3C(=O)C2C1c1ccc(C)cc1 (configuration not stated),99,99,-8,-2.6,-6,-2,-7,46,26
CN1CC2(C)CN(C(c3ccccc3)c3ccccc3)CC(C)(C1)C2O (configuration not stated),105,101,-2,0.7,19,1,-5,7,10
COc1cc(C(=O)NCC2CCCO2)ccc1OCc1c(C)noc1C (configuration not stated),114,104,2,3.9,7,-6,-7,-2,23
CN(CCc1ccccn1)S(=O)(=O)c1ccc(F)cc1,104,113,-2,1.2,9,0,-11,13,13
O=C(CCN1C(=O)/C(=C/c2ccccc2)SC1=S)Nc1ccccn1,103,103,-3,3.2,3,2,-13,28,12
COc1ccc(/C=N/NC(=O)CN(C)S(=O)(=O)c2ccc(NC(C)=O)cc2)cc1,94,97,7,18,-2,-10,-4,22,11
O=C1c2ccccc2-c2nc3ncnn3c(-c3ccccc3Cl)c21,101,100,6,-1.9,1,-1,-5,4,-14
COc1cc2nc(NC(=O)c3ccc(Cl)cc3)sc(=O)c2cc1OC,89,89,5,-0.6,-10,-2,23,23,17
O=C(COc1ccc(/C=N/NC(=O)c2ccncc2)cc1)Nc1ccccc1,102,101,6,1.2,5,-30,3,24,7
CC(C)(C)NCc1cc(Cl)ccc1OCc1cccs1,110,103,-3,3.9,10,20,-14,-6,27
CCOC(=O)c1[nH]c(C)c(C(=O)Nc2cc(Cl)ccc2C)c1C,102,99,9,-1.3,7,-9,12,-4,.
O=[N+]([O-])c1ccc(N2CCN(C(=S)c3cccc([N+](=O)[O-])c3)CC2)cc1,114,125,10,-0.1,25,5,-7,-6,.
N#CCc1ccc(NS(=O)(=O)c2ccc(N3CCCC3=O)cc2)cc1,98,97,2,6.2,-2,3,-3,-3,22
Cc1cccc(NS(=O)(=O)c2c(C)nc3scc(C)n3c2=O)c1,98,97,9,7.9,-5,-18,-8,44,18
Cc1c(C(=O)OCC(C)C)[nH]c2c1C(=O)CC(c1cccs1)C2 (configuration not stated),105,104,3,-1.8,1,-2,8,-66,3
COc1cc(/C=N/Nc2nc3ccccc3s2)ccc1O,100,103,4,-0.4,2,7,-11,18,18
Cc1ccc(N(CC(=O)NC(C)(C)C)C(=O)CNC(=O)c2cccs2)cc1C,96,102,4,0.6,-6,-24,-2,45,12
CCc1ccc(Nc2nnc(SCn3nnc4ccccc4c3=O)s2)cc1,100,101,-10,-1.9,9,-3,-7,30,10
CCCCC1(C)OC(=O)C(=Cc2ccc(N(C)C)cc2)C(=O)O1 (configuration not stated),97,102,6,1.3,3,0,-2,52,-2
O=C(CSCc1ccc(Br)cc1)NCCc1ccccc1,106,104,-5,-2.2,6,-11,-5,.,-1
COCC(=O)Nc1ccc2c(c1)OCO2,96,94,6,0.3,-8,4,10,37,13
O=C(COC(=O)c1cccnc1Nc1cccc(C(F)(F)F)c1)NCCN1C(=O)CSC1=O,100,102,0,1.0,2,-8,8,49,6
Cc1cccc(NC(=O)C2CCCN(S(=O)(=O)c3cccs3)C2)c1C (configuration not stated),104,103,6,1.4,-1,-24,-6,47,20
Cc1cc(C)c2c(C(C)(C)C)nn(-c3ccccc3)c2n1,103,108,-2,-0.7,6,-13,-15,31,2
COc1ccc(OCc2cc(C(=O)N3CCCC(OC)C3)no2)c2ccccc12 (configuration not stated),105,103,-1,-1.1,3,-45,-1,8,11
CNC(=O)CSc1nnc(C2CC2)n1-c1ccccc1,100,101,-2,0.0,-3,-3,6,-1,-5
COc1ccc(Cn2c(-c3ccco3)nc3oc4ccccc4c(=O)c3c2=O)cc1,101,99,2,-0.7,0,3,5,-3,11
CC(=O)Nc1nc(CCC(C)C)cc2c1c(=O)oc1ccccc12,106,105,-3,-1.7,5,3,10,-1,8
CC(=O)Nc1ccc(NC(=O)C(F)(F)F)cc1,99,99,-4,0.5,-3,1,1,-29,-6
C=C(C)Cn1c(SCCN2CCOCC2)nc2c1c(=O)[nH]c(=O)n2C,95,123,0,0.2,0,-8,5,-6,8
COc1ccc(-c2csc(N3CCOCC3)n2)cc1OC,102,102,6,-0.7,-4,-12,-4,14,5
C=CCOc1c(Br)cc(CNc2ccc3[nH]c(=O)[nH]c3c2)cc1OCC,100,102,-17,-0.8,2,-5,-5,23,18
CCc1nn(CC(=O)N2CCN(c3ccc(OC)cc3)CC2)c(=O)c2cc3occc3n12,101,101,5,-0.3,0,-34,-8,33,11
# (more compounds)
SMILES,MEKK2 WT-MEK5,MEKK3 PB1 HTS,M18AAP inhibitor,OXTR ag,MEKK2 mut-MEK5,FID counter,GPR7 antagonist,PHOSPHO1 inh,NALP1 inh
COC(=O)[C@@H]1[C@@H](C#N)C2(c3ccccc3-c3ccccc32)N(c2ccc(Cl)cc2)N1C#N,92,113,2,-1.0,-4,-21,-2,3,7
CCn1c2ccccc2c2cc(NC(=O)C(C)C)ccc21,99,100,-5,-2.3,-2,-11,8,49,14
CCn1c(C)nc2cc(C(=O)NNC(=S)Nc3ccccc3OC)ccc21,80,77,3,0.6,-40,-15,-22,3,-9
CN(C)Cc1cc(CN(C)C)c(O)c(CCc2ccccc2)n1,98,97,-33,0.8,2,10,-4,18,2
CC(=O)NC(=S)Nc1cc(C(=O)O)ccc1Cl,83,97,-4,0.1,-12,-5,-18,-23,5
COc1cc(Nc2cc(C)nc3ncnn23)cc(OC)c1OC,98,99,4,0.8,-1,2,-9,-11,.
Cc1nn(Cc2ccc(Cl)cc2)c2sc(C(=O)OCC(N)=O)cc12,95,85,4,1.5,-9,-13,-5,5,-6
Cc1onc(-c2ccccc2)c1C(=O)n1cccn1,106,107,-9,0.0,4,-1,-3,-32,-26
CCN(C(=O)c1cc2c(=O)n3cccc(C)c3nc2s1)C1CCCCC1,99,103,6,-0.2,2,-32,-17,35,3
Cc1nn(-c2cc(N3CCOCC3)ccc2[N+](=O)[O-])c(=O)c2ccccc12,103,102,9,0.0,3,-4,5,-12,4
COc1ccc(C2(C(=O)Nc3ccc(C)cc3)CCOCC2)cc1,104,104,-14,-1.6,7,-7,-2,46,-1
O=C(Nc1ccc(S(=O)(=O)NCCc2ccccc2)cc1)c1ccncc1,103,103,4,4.1,4,-11,-5,25,7
Cc1cccn2c(=O)c3cc(C(N)=S)c(=N)n(CCCOC(C)C)c3nc12,101,104,6,-0.9,1,3,-5,29,3
CCC(=O)N1CCn2c1nc1ccccc12,100,100,-12,0.4,2,2,-14,24,0
